Screens (PubChem)
DDE Tn6 FP inh: DD(E)-Tn6 binding inhibition, primary FP screen; P02675; Fibrin DD(E) TRITC-Tn6 fluorescence polarization displacement; inhibition, % at 8.3 µM; hit rate 0.21% among 370,000; AID 720509;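 active = inhibition above a per-campaign cutoff: mean of compounds within control limits plus 3 SD, cut at about 15% in these data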;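 note: 0% = median of all compound wells on the plate and 100% = blocking peptide control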
ADAM17 inh: ADAM17 inhibition, QFRET primary screen; P78536; recombinant ADAM17, EDANS/DABCYL FRET peptide cleavage; inhibition, % at 6.95 µM; hit rate 0.83% among 370,000; AID 720648;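 active = inhibition above the mean of compounds lying between control limits plus 3 SD, set per campaign, cut at about 8.5% in these data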;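 note: 0% = DMSO-only wells as the low control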
LEDGF integ inh: blocks HIV-1 LEDGF/p75-dependent DNA integration; TR-FRET IN-LEDGF/p75 DNA integration, Eu/Cy5; inhibition, % at 3.7 µM; hit rate 0.64% among 370,000; AID 743269;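 active = inhibition above the screen-wide mean plus 3 SD, cut at about 13% in these data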;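 note: signal is the Cy5 over europium emission ratio at 671 and 618 nm; 0% = plate median of compound wells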
PLC-gamma1 inh: blocks human PLC-gamma1 enzyme activity; hit rate 0.84% among 370,000; P19174; AID 720700; purified PLC-gamma1, fluorogenic substrate, fluorescence; inhibition, % at 12.2 µM; in the data active = inhibition above about 9.5%
Tn7 DDE FP: disrupts Tn7 cyclic peptide binding to fibrin D-Dimer-E complex. hit rate 0.13% among 370,000. AID 720508. FP displacement of FITC-Tn7 peptide from fibrin DD(E); 0% = median of compound wells per plate. inhibition, % at 8.3 µM. P02675;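 active = inhibition above the mean of compounds falling within the control limits plus 3 SD of them, cut at about 14% in these data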;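 note: 0% = plate median of compound wells and 100% = 10 µM Aha-Tn7 peptide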
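Assay system: human fibrin DD(E) protein / Input: 2 µM fibrin DD(E) / Benchmarks: high control of 10 µM Aha-Tn7 peptide / Measured by: fluorescence polarization of the labelled Tn7 tracer / Medium: Tris buffer with calcium and detergent, pH 7.8 / Timing: 10 min compound pre-incubation, 3 h probe incubation at room temperature / Repeats: one replicate per compound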
ARFGAP1 inhibitor: inhibits rat ARF GTPase activating protein 1; Q62848; Arfgap1-stimulated ARF1 GTP hydrolysis, GDP FP detection; inhibition, % at 16.5 µM; hit rate 0.26% among 360,000;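 active = inhibition above a per-plate limit, mean inhibition of low control wells plus 3 SD, cut at about 25% in these data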;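 note: 0% = DMSO wells with enzyme and 100% = wells lacking Arfgap1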
Target sequence (Q62848 1-136 limits assumed): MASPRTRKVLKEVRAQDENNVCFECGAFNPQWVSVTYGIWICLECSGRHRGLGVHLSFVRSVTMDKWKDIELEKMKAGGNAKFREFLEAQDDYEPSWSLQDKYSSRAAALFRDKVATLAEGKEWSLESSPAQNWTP
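Repeats: one replicate per compound; assay system: rat Arfgap1 catalytic domain, aa 1-136; times: enzyme reaction 120 min at 25 °C after 20 min preincubation; detection: FP of antibody-bound GDP Alexa 633 tracer, ex 620/em 688 nm; benchmarks: high control wells lacking Arfgap1, low control full reaction with DMSO; reagent: human ARF1(Δ1-17)-GTP substrate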
TDP2 inh: blocks human TDP2 phosphodiesterase activity; recombinant TDP2, T5PNP hydrolysis, p-nitrophenol absorbance 415 nm; inhibition, % at 12.8 µM; hit rate 0.34% among 370,000; AID 720702;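 active = inhibition above the mean of all tested compounds plus 3 SD, set per campaign, cut at about 25% in these data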;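 note: 0% = DMSO with enzyme and 100% = buffer with substrate but no TDP2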
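System: recombinant human TDP2 / Amount: 120 nM TDP2 per well / Also added: 5 mM T5PNP chromogenic substrate / Doses: 12.8 µM single point, 1% DMSO / Incubation: 2 h at 37 °C / Detection: p-Nitrophenol epi absorbance / Evaluation: % inhibition relative to enzyme-containing and enzyme-free wells / Repeats: singlicate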
ASAP1 inh: ASAP1 ArfGAP inhibition; hit rate 0.19% among 360,000; Q9ULH1; inhibition, % at 16.5 µM; ASAP1-stimulated ARF1 GTP hydrolysis, GDP FP detection; in the data active = inhibition above about 25%;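 note: 0% = vehicle with enzyme and substrate and 100% = no enzyme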
ADAM10 inh: inhibits human ADAM10 | recombinant ADAM10, EDANS/DABCYL FRET peptide cleavage, 3 h | inhibition, % at 7 µM | hit rate 0.62% among 370,000;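 active = inhibition above a per-campaign cutoff equal to the mean of compounds falling between control-based bounds plus 3 SD, cut at about 20% in these data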;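 note: 0% = DMSO wells while the 100% control is not disclosed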
Target sequence (O14672 214-748 limits assumed): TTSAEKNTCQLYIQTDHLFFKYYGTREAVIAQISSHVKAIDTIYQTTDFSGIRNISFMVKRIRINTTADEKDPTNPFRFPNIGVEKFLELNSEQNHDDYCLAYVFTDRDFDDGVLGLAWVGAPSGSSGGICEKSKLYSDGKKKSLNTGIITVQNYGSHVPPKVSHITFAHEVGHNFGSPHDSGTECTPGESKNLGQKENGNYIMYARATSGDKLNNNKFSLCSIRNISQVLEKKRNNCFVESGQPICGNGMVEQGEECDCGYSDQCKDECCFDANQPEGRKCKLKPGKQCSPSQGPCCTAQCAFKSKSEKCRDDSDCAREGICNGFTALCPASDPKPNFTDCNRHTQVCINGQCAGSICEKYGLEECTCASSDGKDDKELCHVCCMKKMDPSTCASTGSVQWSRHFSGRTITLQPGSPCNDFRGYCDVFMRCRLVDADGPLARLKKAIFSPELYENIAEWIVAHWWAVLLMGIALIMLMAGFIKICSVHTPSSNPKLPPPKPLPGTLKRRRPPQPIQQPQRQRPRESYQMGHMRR
KLK7 zymogen act: activates the human kallikrein-7 zymogen; purified proKLK7, EDANS-DABCYL substrate fluorescence; 100% is mature enzyme control, 0% vehicle; AID 652039; hit rate 0.9% among 370,000; activation, % at 7 µM; P49862;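 active = activation above the mean of all tested compounds plus 3 SD, computed per campaign excluding outliers beyond control limits, cut at about 13% in these data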
Target sequence (P49862 whole entry, looked up): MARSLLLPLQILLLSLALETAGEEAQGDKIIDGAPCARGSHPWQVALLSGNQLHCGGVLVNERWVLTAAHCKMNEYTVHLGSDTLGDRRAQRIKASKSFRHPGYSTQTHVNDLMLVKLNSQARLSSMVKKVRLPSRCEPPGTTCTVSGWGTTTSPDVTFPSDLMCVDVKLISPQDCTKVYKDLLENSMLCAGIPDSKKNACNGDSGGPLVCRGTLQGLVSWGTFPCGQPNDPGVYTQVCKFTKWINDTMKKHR
* hit, by the source's call; i = inactive; / = not tested or not shown.

DDE Tn6 FP inh	ADAM17 inh	LEDGF integ inh	PLC-gamma1 inh	Tn7 DDE FP	ARFGAP1 inhibitor	TDP2 inh	ASAP1 inh	structure	ADAM10 inh	KLK7 zymogen act
1	-1	1	1	0	-7	2	8	Cc1c(NC(=O)CCCOc2ccccc2)cccc1[N+](=O)[O-]	-6	0.6
-7	2	0	1	-5	-2	2	-4	COc1ccccc1/C=N/NC1=NCCCCC1	-7	-0.5
0	1	1	-1	-2	1	11	-9	O=C(COc1ccc(Br)cc1Cl)NC(=O)NCc1ccccc1	4	-0.2
-4	-3	-4	-9	1	4	-6	-13	CCn1c(=O)c([N+](=O)[O-])c(NCc2ccco2)c2ccccc21	-16	0.1
-3	4	2	3	2	3	-2	-12	CCn1cc(/C=C(\NC(=O)c2ccccc2)C(=O)NCCCn2ccnc2)c2ccccc21	-2	1.3
1	-1	1	-2	-5	-7	8	-3	Cn1c(C(=O)N2CCCC(Nc3ccc(F)cc3)C2)cc2ccccc21 (centres undefined)	6	1.1
3	-3	0	-2	6	-7	9	8	CCC(C)c1ccc(S(=O)(=O)N2CC(=O)Nc3ccccc32)cc1 (centres undefined)	-4	0.6
-6	0	1	2	-4	12	-2	9	Cc1ccc(OCC(O)Cn2c(=N)n(Cc3ccccc3)c3ccccc32)cc1 (centres undefined)	0	0.2

DDE Tn6 FP inh	ADAM17 inh	LEDGF integ inh	PLC-gamma1 inh	Tn7 DDE FP	ARFGAP1 inhibitor	TDP2 inh	ASAP1 inh	structure	ADAM10 inh	KLK7 zymogen act
2	-1	-1	1	-1	6	-8	-17	CCOCCc1nn2c(=O)cc(CSCC(=O)Nc3cc(C)cc(C)c3)nc2s1	-3	0.5
-1	0	2	2	-4	4	4	11	CCSc1nc2ccccc2c(=O)n1Cc1ccc(F)cc1	2	-0.7
2	-1	0	1	0	0	-2	2	Cc1cc(C)c(NC(=O)CCCCCNC2CCCCC2)c(C)c1	-6	0.2
-7	9.9*	0	10*	-4	12	-9	10	CC(C)C[C@H](NC(=O)c1nc[nH]c1C(=O)N1CCN(C(=O)OC(C)(C)C)CC1)C(=O)OCc1ccccc1	25*	0.1
5	-7	5	-10	-1	10	7	3	CC(=O)n1cc([C@H]2C=C(C(=O)N3CCOCC3)O[C@@H](OCCCCO)C2)c2ccccc21	-2	-0.3
-9	-1	-2	1	-4	/	-1	/	COC(=O)C1CN(Cc2ccccc2)CCS(=O)(=O)N1Cc1cn(Cc2ccc(Cl)cc2)nn1 (centres undefined)	-7	-0.2
1	-8	0	2	3	-2	3	1	Cn1c(=O)[nH]c(=O)c2c1nc(N1CCCCCC1)n2CCSc1nc2ccccc2[nH]1	4	-0.1
9	0	2	1	-5	0	4	-5	N=c1sccn1CC(=O)Nc1cc(S(=O)(=O)N2CCCCC2)ccc1Cl	5	0.0

DDE Tn6 FP inh	ADAM17 inh	LEDGF integ inh	PLC-gamma1 inh	Tn7 DDE FP	ARFGAP1 inhibitor	TDP2 inh	ASAP1 inh	structure	ADAM10 inh	KLK7 zymogen act
6	5	3	2	-5	-2	-18	-1	Cc1cc(NC(=O)c2c(F)c(F)c(F)c(F)c2F)no1	3	0.3
0	2	-2	4	-6	7	-6	4	CCOc1cc(/C=C2\NC(=O)NC2=O)cc([N+](=O)[O-])c1O	16	0.0
-6	-2	1	1	11	-2	-3	-8	Cc1cc2c(cc1S(=O)(=O)N1CC(C)CC(C)C1)OCC(=O)N2 (centres undefined)	-11	-0.1
0	-4	0	0	5	5	-11	-8	CC(=O)c1cc(-c2ccc(F)cc2)n(CCC(=O)Nc2cccnc2)c1C	-1	-0.6
-5	5	4	7	1	3	-5	2	CCOC(=O)c1sc(N(Cc2ccccc2)C(=O)COC(=O)c2ccccc2O)nc1C	8	2.9
0	-1	-1	-3	3	-11	8	-4	COc1cccc(CN2CCC(Oc3ccc(C(=O)NCc4ccccn4)cc3)CC2)c1O	9	0.5
7	-2	-2	-1	4	/	-1	/	CC(=O)CC[C@@H]1CC[C@]2(CCCN(C(=O)C(C)(C)C)C2)O1	-4	0.1
1	4	5	5	-7	/	-8	/	CCOC(=O)CC[C@@]1(C(=O)OCC)C[C@@H](CC(=O)N2CCCC2)C(=O)N2CCCC=C21	-2	-0.1

A different layout for part of the listing above:
molecule	DDE Tn6 FP inh	ADAM17 inh	LEDGF integ inh	PLC-gamma1 inh	Tn7 DDE FP	ARFGAP1 inhibitor	TDP2 inh	ASAP1 inh	ADAM10 inh	KLK7 zymogen act
CCOc1cc(/C=C2\NC(=O)NC2=O)cc([N+](=O)[O-])c1O	0	2	-2	4	-6	7	-6	4	16	0.0
Cc1cc2c(cc1S(=O)(=O)N1CC(C)CC(C)C1)OCC(=O)N2 (centres undefined)	-6	-2	1	1	11	-2	-3	-8	-11	-0.1

New compounds follow
DDE Tn6 FP inh	ADAM17 inh	LEDGF integ inh	PLC-gamma1 inh	Tn7 DDE FP	ARFGAP1 inhibitor	TDP2 inh	ASAP1 inh	structure	ADAM10 inh	KLK7 zymogen act
-13	-1	8	3	-8	4	-10	3	CCOc1ccccc1NC(=O)C1C2CCC(O2)C1C(=O)O (centres undefined)	9	-0.1
-5	-69	-1	i	0	-11	-2	-4	O=c1c2cc(N3CCOCC3)ccc2[nH]c(=S)n1CCN1CCCC1	-194	80*
-3	0	0	0	-7	-4	3	6	O=C(O)C1(P(=O)(c2ccc(Cl)cc2)c2ccc(Cl)cc2)CCCC1	2	0.2
-14	-7	-3	7	2	12	-5	-4	COc1ccc(S(=O)(=O)NCc2cccnc2)cc1C(=O)NC1CCCCC1	-16	0.0
4	3	5	5	0	2	-16	-8	CCOC(=O)c1cc2sc(C)cc2n1CC(=O)NCc1ccc(F)cc1	-3	-0.6
-6	5	-5	-5	-3	-6	-8	18	O=C(NCc1nc2ccccc2[nH]1)C1=C[C@@H](c2ccc(Br)cc2)C[C@@H](OCc2ccc(CO)cc2)O1	18	-0.6
10	-2	0	-1	1	-5	11	-3	Cn1cnc(S(=O)(=O)Nc2ccc(Cl)c(C(F)(F)F)c2)c1	0	0.5
3	3	-1	1	1	-7	2	-4	COc1ccc(S(=O)(=O)Nc2ccc(NC(C)=O)cc2)cc1[N+](=O)[O-]	-1	0.1

DDE Tn6 FP inh	ADAM17 inh	LEDGF integ inh	PLC-gamma1 inh	Tn7 DDE FP	ARFGAP1 inhibitor	TDP2 inh	ASAP1 inh	structure	ADAM10 inh	KLK7 zymogen act
-4	2	-1	-2	8	4	-1	-1	COC(=O)CCCNC(=O)c1ccc(OC2CCN(CCc3ccccc3)CC2)cc1	-9	-0.1
4	2	2	1	-4	-3	-7	2	CCN1CCCC1CNCC(O)COc1ccc(C(C)(C)C)cc1C (centres undefined)	5	0.2
10	-2	0	2	0	2	0	-3	CCCCN1C(N)=NC[C@@H]1c1ccccc1	0	-0.1
-7	5	0	-4	4	6	-4	11	Cc1cc(/C=N/n2cnnc2)c(C)n1-c1ccc(OCc2ccc(F)cc2)cc1	13	0.0
-9	-22	4	-38	-5	18	7	-7	O=C(CN(C(=O)Cn1nnc(-c2ccc(F)cc2)n1)c1cnc2ccccc2c1)NCC1CCCO1 (centres undefined)	-62	0.5
-1	-4	-8	-1	6	9	-6	2	CCn1c(SCC(=O)NC(=O)c2ccccc2OC)nc2ccccc21	1	-0.1
0	-11	-1	-20	8	27*	-2	12	O=C(Nc1cccc(-c2cc3ccccc3oc2=O)c1)c1ccc(Br)o1	-29	-33
1	-10	1	-3	6	-9	-3	-14	CCN(CC(=O)Nc1c(F)cccc1F)C(=O)c1ccc(Cl)c(S(=O)(=O)N2CCCC2)c1	-33	0.1

DDE Tn6 FP inh	ADAM17 inh	LEDGF integ inh	PLC-gamma1 inh	Tn7 DDE FP	ARFGAP1 inhibitor	TDP2 inh	ASAP1 inh	structure	ADAM10 inh	KLK7 zymogen act
5	0	6	-1	4	-6	3	9	Cc1ccc(S(=O)(=O)N(CC(=O)O)c2ccc(Cl)c(C(F)(F)F)c2)cc1	1	0.1
-1	-1	0	5	-5	2	-10	-3	Cc1ccsc1C(=O)Nc1ccc(C(=O)O)cc1	-8	-0.1
-4	-2	1	-4	-1	5	3	8	CC1=C(C#N)C(Nc2ccc(C)cn2)(C(F)(F)F)C(=O)N1 (centres undefined)	-4	-0.4
6	0	3	1	5	-7	-9	-8	Cc1ccc(NC(=S)NN(C)c2cc(C)nc(C)n2)cc1	2	0.7
5	2	0	1	-3	-2	6	-8	CC1(C(=O)Nc2ccc3[nH]ncc3c2)CCN1C(=O)C1(c2ccccc2)CC1 (centres undefined)	-4	-0.2
4	-4	1	-2	-1	0	5	6	CCn1c(Cc2ccccc2)nnc1SCC(=O)Nc1ccc(OC)cc1	-6	-0.2
-5	-3	2	2	-1	-2	3	-6	CCCOC(=O)c1c(NC(=O)C2CCCO2)sc(C(=O)OC)c1C (centres undefined)	1	-0.2
-2	2	4	0	-5	6	-2	5	Cc1cc(=O)n2nc(N3CCC(C(=O)NCc4ccccc4)CC3)sc2n1	3	0.1

DDE Tn6 FP inh	ADAM17 inh	LEDGF integ inh	PLC-gamma1 inh	Tn7 DDE FP	ARFGAP1 inhibitor	TDP2 inh	ASAP1 inh	structure	ADAM10 inh	KLK7 zymogen act
-5	8	-11	8	0	0	-10	21	COc1ccc([C@H]2N[C@]3(CCCN(Cc4ccc(Br)cc4)C3=O)[C@H]3C(=O)N(Cc4ccccc4)C(=O)[C@@H]23)cc1	18	-0.8
-6	-1	6	2	2	2	6	8	O=C(CNC(=O)OCc1ccccc1)NC1CCCCCC1	-2	-0.6
-8	1	2	-2	-2	2	-4	0	Cc1ccnc(NC(=O)c2oc3ccccc3c2C)c1	-7	0.1
-13	3	0	-8	0	-4	-7	13	CCCCn1c(/C=N/Nc2nc3ccccc3[nH]2)nc2ccccc21	-1	-1.9
-5	0	6	-28	5	5	-8	-4	CSc1nc(N)nc(SCC(=O)OC(C)C)c1C#N	4	2.5
4	-1	4	4	-3	-6	17	-13	O=C(c1ccc(Br)cc1)N(c1ccccn1)C1CCCCC1	3	0.4
3	0	0	-1	-4	7	0	-4	CC(=O)Nc1cc2cc(NS(=O)(=O)c3ccc(Cl)cc3)ccc2oc1=O	-1	-1.8
